CRFBP-R2 block = antagonists of CRF-binding protein/CRF-R2 receptor complex; HEK293 CRF-R2/CRF-BP, CRF-induced calcium fluorescence; inhibition, % at 11.8 µM; hit rate 0.59% among 350,000; AID 588475;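 active = inhibition of the ligand-induced calcium signal above about 50% at the single tested concentration, limit read from the data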
pCIP destab = compounds decreasing mouse p/CIP protein stability | F442A p/CIP-EGFP cells, EGFP fluorescence, 16 h | hit rate 0.01% among 290,000 | Q05BA5 | decrease of EGFP signal, % at 10 µM;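 active = EGFP signal decrease of at least 30% at 10 µM or well 3 SD below plate mean, unless failing retest; inactive = the rest, including hits failing retest or dose response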; note: some compounds called inactive have numbers as strong as hits; many of its hits are not listed in these tables
IDE cell activ = activators of human insulin-degrading enzyme in cells; hit rate 0.073% among 340,000; P14735; HEK cells, FAbeta-B cleavage, fluorescence polarization; 0% vehicle, 100% cell-free pure enzyme wells; AID 493087; activation, % at 5.96 µM;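 active = activation above the mean of all tested compounds plus 3 SD, set per screening campaign, cut at about 17% in these data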
VIM-2 inhibitor = inhibitors of Pseudomonas aeruginosa VIM-2 metallo-beta-lactamase; purified VIM-2, nitrocefin hydrolysis, epi-absorbance fluorescence; inhibition, % at 5.6 µM; hit rate 0.89% among 290,000;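 active = inhibition above the mean of all tested compounds plus 3 SD, cutoff set per screening run, cut at about 7.5% in these data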;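 note: red hydrolysis product quenches plate fluorescence so inhibitors raise well fluorescence; 0% = enzyme with DMSO and 100% = DMSO without enzyme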
GalR3 antag = antagonists of human GalR3. O60755. HEK293 GalR3-CNG cAMP membrane potential fluorescence; galR3 body fused to GalR1 C-terminus. inhibition, % at 3 µM. hit rate 0.44% among 360,000. AID 651719;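 active = inhibition above the screen-wide average plus 3 SD, cut at about 13% in these data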;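 note: forskolin and galanin both at EC90 stimulate the cells; cAMP rise reported by CNG channel membrane potential dye signal; 0% = forskolin plus galanin with DMSO and 100% = forskolin alone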
Target sequence (O60755 1-299 limits assumed): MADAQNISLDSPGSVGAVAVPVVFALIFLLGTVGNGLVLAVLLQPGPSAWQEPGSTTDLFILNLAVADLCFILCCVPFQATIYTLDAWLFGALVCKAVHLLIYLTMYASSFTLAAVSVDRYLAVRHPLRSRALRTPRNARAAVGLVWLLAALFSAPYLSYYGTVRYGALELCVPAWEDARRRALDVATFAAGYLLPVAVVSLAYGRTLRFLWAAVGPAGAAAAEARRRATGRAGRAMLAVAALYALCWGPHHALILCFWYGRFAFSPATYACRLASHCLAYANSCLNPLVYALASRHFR
IDE inh = inhibits human insulin-degrading enzyme in HEK cells. P14735. AID 434962. FAbetaB cleavage, fluorescence polarization. inhibition, % at 5.59 µM. hit rate 0.41% among 320,000;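 active = percent inhibition above the average of all tested compounds plus 3 SD, set per screening campaign, cut at about 16% in these data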;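 note: IDE supplied by intact live HEK cells; FP after avidin binding of uncleaved biotin substrate so inhibition keeps polarization high; 0% = DMSO wells and 100% = 60 µM reference IDE inhibitor Ii1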
NS3 helicase inh = blocks Hepatitis C virus NS3 helicase unwinding; NS3 helicase DNA unwinding, Cy5 molecular beacon fluorescence; inhibition, % at 10.9 µM; hit rate 0.56% among 290,000;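 active = inhibition above the mean of all tested compounds plus 3 SD, set per campaign, cut at about 35% in these data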;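 note: 0% = DMSO wells and 100% = thioflavine S control wells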
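Control set: DMSO versus 110 µM thioflavine S; Material: NS3 helicase fragment of HCV; Measured by: Cy5 fluorescence at 0 and 60 min, beacon hairpin quenching; Read-out basis: percent inhibition from t60/t0 fluorescence ratio; Times: reaction time 60 min, 25 °C; Repeats: single replicate; Compound dosing: single dose, 10.9 µM nominal final, DMSO 0.8% final.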
IMP-1 inhibitor = inhibitors of Pseudomonas aeruginosa IMP-1 metallo-beta-lactamase. purified IMP-1, nitrocefin hydrolysis, epi-absorbance fluorescence. inhibition, % at 5.6 µM. hit rate 0.45% among 290,000. AID 1556;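 active = inhibition above the mean plus 3 SD of all compounds in the same screening run, cut at about 4.5% in these data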;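 note: 0% = IMP-1 with DMSO and 100% = DMSO wells lacking enzyme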
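System – purified recombinant IMP-1 beta-lactamase · Input – IMP-1 dispensed at 0.2 nM · Timing – 15 min preincubation plus 25 min reaction at 25 °C · Signal – Epi-absorbance fluorescence, 480 nm excitation, 530 nm emission · Measure – percent IMP-1 inhibition derived from blank-referenced optical density · Controls – Enzyme-plus-DMSO low control, enzyme-free DMSO high control · Replication – singlicate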
UBC9 SUMO inh = inhibitors of human SUMOylation (UBC9); P63279; hit rate 0.36% among 290,000; HTRF SUMOylation assay, SAE1/SAE2 + UBC9, in vitro; inhibition, % at 35 µM; in the data active = inhibition above about 50%, passing the limit was not always enough; note: strong numbers were not always called active
Target sequence (P63279 whole entry, looked up): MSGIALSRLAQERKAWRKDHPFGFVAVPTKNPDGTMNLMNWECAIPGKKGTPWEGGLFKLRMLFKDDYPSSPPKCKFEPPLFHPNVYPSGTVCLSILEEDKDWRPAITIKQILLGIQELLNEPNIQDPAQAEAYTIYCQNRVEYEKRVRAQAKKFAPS
An asterisk follows results filed as active; x = not tested or not shown.

The line under a structure holds: CRFBP-R2 block, pCIP destab, IDE cell activ, VIM-2 inhibitor, GalR3 antag, IDE inh, NS3 helicase inh, IMP-1 inhibitor, UBC9 SUMO inh
O=C(NC1CCCCCCC1)C1CCN(S(=O)(=O)N2CCCC2)CC1
    -14, 3, 0, -2.0, -1, -8, -4, -3.3, 14
CC(C)(CO)C(O)C(=O)NCCC#N (stereo unspecified)
    -15, 22, 4, 1.0, -5, 5, -7, 0.0, 0
CCC(C)(C)NC(=O)C(c1ccc(OC)cc1)N(C(=O)CCC(=O)Nc1cc(C)on1)c1ccc2c(c1)OCCO2 (stereo unspecified)
    3, 4, -3, -5.0, -2, 1, -6, -3.0, 3
Cc1cccc(-n2cc(-c3ccc([N+](=O)[O-])cc3)[nH]c2=S)c1
    -13, 3, 0, -4.1, -2, 10, 9, -3.7, 18
COC(=O)/C=C/c1c(C)[nH]c(=O)[nH]c1=O
    -5, -16, 0, -0.5, 1, 4, -8, -1.6, 16
CC(C)N(Cc1ccccc1)C(=S)Nc1cccnc1
    -3, -1, 4, -2.2, 0, 1, 6, -1.7, 14
CCOC(=O)Cn1cncc1-c1ccc([N+](=O)[O-])cc1
    17, -7, 2, -3.6, 0, 1, -4, -0.6, 9
COc1ccc2c(c1)c1ncn(Cc3ccccn3)c(=O)c1n2C
    18, 0, 1, 0.3, 0, -1, -8, -2.1, 16
CCOC(=O)C1=NNC2C(=O)N(C3CCCCC3)C(=O)C12 (stereo unspecified)
    8, 3, 1, -1.6, -2, -6, -2, -0.7, 9
Cc1ccc(NC(=S)N2CCN(C)CC2)c(C)c1
    10, 5, 0, -3.3, 0, 3, -6, -3.6, -7

(list continues)
The line under a structure holds: CRFBP-R2 block, pCIP destab, IDE cell activ, VIM-2 inhibitor, GalR3 antag, IDE inh, NS3 helicase inh, IMP-1 inhibitor, UBC9 SUMO inh
COc1ccc(CNC(=O)COC(=O)CCC2CCCCC2)cc1
    27, 3, 2, -2.5, -11, -1, -2, -1.2, -6
CC(NS(=O)(=O)/C=C/c1ccccc1)C(=O)NCCc1ccc(S(N)(=O)=O)cc1 (stereo unspecified)
    1, 6, 6, -2.1, -2, 9, -7, -2.6, 6
Cc1ccc(C(=O)C2C(c3ccc(-c4ccccc4[N+](=O)[O-])o3)NC(=O)NC2(O)C(F)(F)F)cc1 (stereo unspecified)
    -21, x, 4, 3.0, -8, 0, 8, 0.2, x
O=S(=O)(Nc1ccc(-c2cn3ccccc3n2)cc1)c1ccccc1
    10, -12, 9, -1.0, -5, 9, 5, -1.3, -3
Cc1ccc(N2C(=O)Nc3ccc(Br)cc3C2(O)C(=O)NCCCN(C)C)cc1C (stereo unspecified)
    -1, -6, 1, -0.7, -1, 0, -2, -1.1, 8
Cc1c(C)n(CCCN(C)C)c2ncnc(NCc3ccccc3)c12
    10, -11, 5, -1.1, -11, -2, -21, -0.5, 9
S=c1[nH]c2ccc(Cl)cc2s1
    35, 3, -7, -3.2, -7, 2, 12, -1.4, 21
O=C(Nc1cc(Cl)ccc1-n1cncn1)c1cc(F)c(F)c(F)c1F
    0, x, 1, x, -1, -16, x, x, x
CC(C)(C)SCCNC(=O)/C=C/c1ccc(F)cc1
    19, -10, -4, -2.2, 3, 1, 1, -2.4, 2
CC1CN(C(=O)c2cn3ccccc3n2)CC(C)O1 (stereo unspecified)
    14, 55, 6, -6.4, 0, 5, -8, -3.2, 8

Continued:
The line under a structure holds: CRFBP-R2 block, pCIP destab, IDE cell activ, VIM-2 inhibitor, GalR3 antag, IDE inh, NS3 helicase inh, IMP-1 inhibitor, UBC9 SUMO inh
COc1ccc(Cl)cc1C(=O)NN=C1CCCC1
    -16, x, 10, x, -5, 5, x, x, x
Cc1ccccc1NS(=O)(=O)c1cc(C(=O)Nc2cccc(N(C)S(C)(=O)=O)c2)ccc1C
    -16, -1, 0, -0.7, 0, 0, -12, -1.3, -8
CN(C)S(=O)(=O)c1cccc(C(=O)NCc2cccs2)c1
    0, 6, 3, -6.4, 0, -9, -5, -3.5, -2
CC(Sc1nc(-c2ccccc2)cc(C(F)(F)F)n1)C(=O)NCc1ccco1 (stereo unspecified)
    6, -8, 7, -5.8, -4, 1, 8, -4.5, 9
CCCCC(=O)Nc1sc2c(c1C#N)CC(C)(C)OC2
    11, 12, -5, -1.5, 4, -6, -9, -6.5, -14
C=CCn1c(=N)n(CC(O)COc2ccccc2OC)c2ccccc21 (stereo unspecified)
    -17, -14, 8, -1.7, x, -1, -5, -4.4, 4
Cc1ccc(NC(=O)CSc2nc3ccccc3c(=O)n2CCCN2CCCCC2)cc1C
    8, -1, 2, -0.9, -8, 4, -83, -2.2, -16
CCn1nc(C(=O)OC2CCOC2=O)c2ccccc2c1=O (stereo unspecified)
    -8, -3, 5, 1.7, 1, 0, -3, -2.9, 21
NC(=O)COC(=O)c1cc(-c2cccs2)nn1-c1ccccc1
    22, -8, -5, -7.0, -7, 5, 2, -5.5, 20
O=C(CN1CCOCC1)NCC12CC3CC(CC(C3)C1)C2
    3, 6, 0, -3.5, -7, 3, -2, -1.8, -19

Single values from the results shown:
IMP-1 inhibitor with CN(C)S(=O)(=O)c1cccc(C(=O)NCc2cccs2)c1 = -3.5
VIM-2 inhibitor with NC(=O)COC(=O)c1cc(-c2cccs2)nn1-c1ccccc1 = -7.0

(list continues)
The line under a structure holds: CRFBP-R2 block, pCIP destab, IDE cell activ, VIM-2 inhibitor, GalR3 antag, IDE inh, NS3 helicase inh, IMP-1 inhibitor, UBC9 SUMO inh
COC(=O)CN1C(=O)N/C(=C/c2ccc(OC)cc2)C1=O
    4, 10, -2, 0.8, -3, 0, 5, -0.4, 12
COC(=O)c1cc(-c2ccc(OC)cc2F)nc2nc(SC)[nH]c(=O)c12
    19, 5, -3, 1.5, -6, -4, -4, -0.5, 18
CC(C)(C)n1[nH]c2c3c(ccc2c1=O)C(=O)c1ccccc1C3=O
    6, 1, 3, 1.4, -3, -2, -3, -1.9, 0
CCCCNC(=O)CSc1nc2ccccc2c(=O)n1Cc1ccc2c(c1)OCO2
    1, -4, 5, -1.2, 0, 8, -1, -2.4, 3
O=C(Nc1ccc(OCC(=O)N2CCOCC2)cc1)c1ccccc1Cl
    -2, -16, 2, -1.9, -4, -5, 6, -0.3, -8
Cc1ccc(N(CC(N)=O)C2SC(=O)N(Cc3ccccc3)C2=O)cc1 (stereo unspecified)
    -16, -21, 3, -4.1, -2, -1, -3, -2.6, 2
CC(C(=O)OCC(=O)Nc1cccc(S(=O)(=O)N2CCOCC2)c1)N1C(=O)c2ccccc2C1=O (stereo unspecified)
    2, 7, 5, -2.7, -2, 2, 10, -1.7, 5
O=C(c1ccc2c(c1)OCO2)N1CCN=C1SCc1cccnc1
    -7, 0, 6, 2.2, -4, 6, -2, 1.3, -8
O=C(Cn1cnc2c(cnn2-c2ccc(F)cc2)c1=O)N1CCN(c2ccccc2F)CC1
    -13, -4, 4, -1.3, -3, -3, 3, -1.3, 17
CCOC(=O)c1ccc(N=C2SC(C(=O)NC)CC(=O)N2Cc2ccc(F)cc2)cc1 (stereo unspecified)
    3, 10, 0, -3.0, -3, 8, -5, -2.3, 11

New compounds follow.
The line under a structure holds: CRFBP-R2 block, pCIP destab, IDE cell activ, VIM-2 inhibitor, GalR3 antag, IDE inh, NS3 helicase inh, IMP-1 inhibitor, UBC9 SUMO inh
CC1CCCCN1S(=O)(=O)c1ccc(NC(=O)c2ccco2)cc1 (stereo unspecified)
    -9, -3, 0, -4.2, -1, 7, 6, -1.0, 11
CCOC(=O)N/N=C/c1cccc(Cl)c1Cl
    4, -4, 3, -5.6, -2, -2, -1, -2.3, 2
CC(=O)Nc1ccc(Nc2nc(-c3cc4ccccc4oc3=O)cs2)cc1
    0, -1, 3, -0.1, -4, x, 5, 0.9, 18
Cc1cc(N/N=C/c2ccc3c(c2)OCO3)nc2ccccc12
    -5, -1, -9, -3.1, -3, 2, -26, -2.0, 18
CCOC(=O)c1sc2ncn(/N=C/N(C)C)c(=O)c2c1C
    -27, -6, -1, -3.6, -7, 1, 41*, -3.3, 18
COc1ccc(N2C(=O)C3C4C=CC(CC4)C3C2=O)c([N+](=O)[O-])c1 (stereo unspecified)
    1, -1, 7, -3.0, -2, 0, 5, -1.0, 7
CCOc1ccc2nc(NC(NC(C)=O)(C(=O)OC)C(F)(F)F)sc2c1 (stereo unspecified)
    -2, -8, 4, -0.1, -6, -1, -3, -2.1, 19
C/C(=N\NC(=O)c1c(Cl)c(C)nn1C)c1ccc(NC(=O)c2ccncc2)cc1
    -6, -4, -4, -1.8, -10, -1, 6, -5.8, 1
CCCN(CCC)CCNC(=O)CCC(=O)Nc1ccc2nc(N3CCOCC3)cc(C)c2c1
    10, -8, 1, -2.1, 0, 8, 12, -4.4, 8
CCOc1ccccc1C=Nc1ccccc1C(=O)Nc1ccccc1
    4, -2, 3, -1.5, 1, 0, 0, -0.9, 25

Going on with the list:
The line under a structure holds: CRFBP-R2 block, pCIP destab, IDE cell activ, VIM-2 inhibitor, GalR3 antag, IDE inh, NS3 helicase inh, IMP-1 inhibitor, UBC9 SUMO inh
Cc1ccccc1NS(=O)(=O)c1csc(C(N)=O)c1
    15, -4, -1, -2.4, -9, 10, 1, -3.1, 9
O=[N+]([O-])c1ccc(/C=N/n2c(CO)nc3ccccc32)s1
    -16, -3, 6, 1.6, -1, 5, 2, -2.7, 20
COC(=O)NCC12CC3CC(C1)CC(CNC(=O)OC)(C3)C2
    3, -7, 6, -1.2, -5, 6, 2, -2.2, 19
NC(=O)CC[C@@H]1NC(=O)C(Cc2ccc(O)cc2)NC(=O)c2cc([N+](=O)[O-])cc(F)c2NCCC[C@@H](C(N)=O)NC1=O (stereo partly specified)
    x, 1, x, -1.4, x, x, -1, -2.7, -13
CC1CCN(S(=O)(=O)c2cccc(C(=O)O)c2)CC1
    0, 8, 4, -3.4, -5, 0, -6, -5.2, 6
CC(=O)c1ccc(NC(=O)Nc2ccc3c(c2)nc(C)n3C)cc1
    3, 1, 8, -2.0, 1, 2, -2, -1.8, 2
CCn1c(C)nc2cc(C(=O)N/N=C/c3ccc(O)cc3)ccc21
    -14, -15, 0, -5.0, -2, 0, -7, -0.3, 11
Cc1cc(-c2nnc(SCC(=O)c3ccc4c(c3)OCCO4)o2)no1
    9, -5, 5, 2.7, -6, 3, 2, -0.1, -22

Assay outcomes as filed in PubChem BioAssay.
